# Screens from PubChem BioAssay.
# HIF activator: HIF pathway transcriptional activation. 0.32% of 300,000 active. activation, % at 7.5 µM (by protocol). U2OS HRE-luciferase reporter, luminescence; normalized: DMSO 0%, desferrioxamine 100%. AID 1910;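 active means mean activation of at least 10% of the iron chelator positive control signal, with at least half of replicates also reaching 10%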
# IEC-6 cytotox: IEC-6 cytotoxicity, counter-screen for KLF5 inhibitors. luminescence viability. 0.78% of 290,000 active. inhibition, % at 5 µM; in the data active means inhibition above about 22%;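 further: 0% = plate median of test compound wells and 100% = cytotoxic reference compound wells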
# HSF-1 act: increases HSF-1 driven luciferase reporter signal. NIH3T3-HGL HSF-1 luciferase reporter, MG132, 8 h; 100% = twice DMSO control signal. activation, % at 9 µM. 1.7% of 300,000 active. AID 504408;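 active means mean replicate activation of at least 50% with a set share of replicates each reaching 50%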;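 further: 0% = median of the neutral control wells and 100% = twice that signal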
# aSyn UTR inh: MLPCN primary screen, SNCA 5' untranslated region. inhibition, % (tested at 7.5 µM). 0.82% of 300,000 active. AID 1813. alpha-synuclein 5'UTR reporter, inhibitor activity; in the data active means inhibition above about 60%;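 further: H4 neuroglioblastoma cells stably carrying SNCA 5'UTR luciferase fusion; 0% = DMSO wells and 100% = positive control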
# AI-2 QS mod: modulates the Vibrio harveyi AI-2 quorum sensing system | activity change, % at 7.5 µM | Vibrio harveyi JMH597 AI-2 luminescence/OD600 ratio, 9 h; stronger effect = lower value; strain lacks LuxN and CqsS sensors; 0 = neutral-control median | AID 2094 | 0.4% of 300,000 active; in the data active means activity change below about -75%, passing the limit was not always enough;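 further: luminescence divided by OD600 gain over 9 h not by final OD600 alone; inactives centre near 13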
# KLF5 inh: suppresses KLF5 promoter-driven expression. DLD-1 KLF5 promoter-luciferase reporter, luminescence. inhibition, % at 5 µM. 0.23% of 290,000 active. AID 1700;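 active means inhibition above a per-plate limit of that plate's mean compound inhibition plus 3 SD, cut at about 60% in these data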;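 further: 0% = DMSO wells and 100% = LY294002 at 200 µM; higher means less KLF5 promoter-driven luciferase light; inactives centre near -14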
# HSP90 inh: inhibitors of HSP90 luciferase refolding in rabbit reticulocyte lysate | inhibition, % at 5.6 µM | luciferase refolding luminescence, 3 h | AID 1789 | 0.91% of 290,000 active;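 active means inhibition above the screen-wide mean plus 3 SD, computed separately per campaign, cut at about 16% in these data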;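 further: 0% = DMSO wells and 100% = 60 µM geldanamycin wells; inhibitors lower the luminescence because luciferase stays unfolded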
# SKKanGAS inh: blocks kanamycin growth of S. pyogenes SKKanGAS strain; BacTiter-Glo, 6 h; inhibition, % at 7.5 µM; 1.3% of 300,000 active; AID 1662;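 active means mean replicate score, as percent of positive control median, at least 50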;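 further: strain carries kanamycin resistance gene driven by streptokinase promoter and grows in 40 µg/ml kanamycin; loss of luminescence reflects streptokinase promoter inhibition or plain growth inhibition; 0% = median of DMSO wells and 100% = positive control at its reference dose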
# Platelet DG rel: modulates dense granule release in human platelets. inhibition, %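 (compounds screened at 7.5 µM in platelet-rich plasma)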. 0.22% of 300,000 active. AID 1663. human platelet-rich plasma, SFLLRN dense granule ATP release, luminescence;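 active means mean replicate score, as percent of positive control, at or above 50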
# HSF1 inhib: HSF1 inhibition; activity change, negative = inhibition, % at 7.5 µM (by protocol); 0.77% of 300,000 active; NIH3T3-HGL HSE-luciferase, MG132-induced, luminescence 8 h; stronger effect = lower value; AID 2098;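 active means more than half of replicate wells show activity change below -50%, luminescence cut by over half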;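 further: luciferase reports HSF-1 transcriptional activity via heat shock element; 0% = median of DMSO wells and -100% = zero luminescence signal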
# Active calls of the source: *; . = no result given.
Molecule	HIF activator	IEC-6 cytotox	HSF-1 act	aSyn UTR inh	AI-2 QS mod	KLF5 inh	HSP90 inh	SKKanGAS inh	Platelet DG rel	HSF1 inhib
Cc1ccccc1-n1c(SCC(=O)N(C)C2CCS(=O)(=O)C2)nc2ccccc2c1=O (stereo not given)	-0.6	-3	-5	30	23	-32	-1	8	1	-5
CC(=O)C(C(C)=O)c1cc(NS(=O)(=O)c2ccccc2)ccc1NS(=O)(=O)c1ccccc1	-0.3	4	0	10	10	-8	-3	19	-3	-1
CCCCCC(=O)NNC1=NCC(Cc2cccc(Cl)c2)S1 (stereo not given)	-0.8	-1	8	4	46	2	2	-1	12	-5
Cc1ccc(CNC(=O)CCS(=O)(=O)c2ccc(Cl)cc2)cc1	0.1	2	-9	-15	20	2	0	0	1	-9
O=C(Nc1cc(S(=O)(=O)N2CCOCC2)ccc1N1CCCC1)c1cnccn1	-0.4	10	6	19	-1	-20	2	2	-2	-1
CCOC(=O)C1(Cc2cccc(Cl)c2)CCCN(C(=O)CCNC(C)=O)C1 (stereo not given)	-1.1	0	22	12	20	-56	-2	-6	5	-1
COc1ccc(C(=O)Nc2oc(-c3ccccc3)c(-c3ccccc3)c2C#N)cc1OC	-0.3	-5	.	-37	5	-21	-3	41	-1	.
CCC(=O)Nc1ccc(NC(=O)c2ccc3ccccc3c2)cc1	-0.5	-4	28	-48	9	-16	0	-3	5	10
CCOC(=O)c1c(NC(=O)Cn2cnc3sc(C)c(-c4ccccc4)c3c2=O)sc(C)c1C	-0.4	-3	13	11	23	-24	0	15	-10	3
O=C(Nc1ccccc1)c1cccc2c(Br)cccc12	-25	15	-2	-13	30	-55	3	1	-3	-10
COCCNC(=O)c1cc2c3ccccc3n(C)c2s1	-0.4	2	3	-47	14	-10	-1	-1	9	1
C=CCNC(=O)CCC(=O)NNc1nc2ccccc2c2nc(-c3ccccc3)nn12	0.5	3	13	-22	20	-14	-3	5	8	2
O=C(Nc1ccccc1Cc1ccccc1)c1ccc2c(c1)SC1=NS(=O)(=O)CCN12	-0.3	-2	25	1	17	-30	4	-1	-2	11
COC(=O)c1c(C(=O)OC)c2cccc3cc(-c4ccccc4)c4ccc1c4n32	0.2	-2	8	9	1	-6	0	28	16	2
CN(CC(=O)N1CCN(Cc2ccccc2)CC1)S(=O)(=O)c1ccc(F)cc1	0.1	0	-5	20	20	-28	1	0	1	-8
CSc1nc2ccc(NS(=O)(=O)c3ccccc3F)cc2s1	0.0	0	3	10	38	-4	-3	3	-33	-4
Cc1ccc(C)c(C(=O)CSc2nc(C)cc(=O)[nH]2)c1	-0.7	8	2	-5	0	-38	-5	-6	14	-1
CNC(=O)c1ccc(CNC(=O)OCC(F)(F)F)cc1	-11	3	19	3	-4	-16	-1	-1	-2	-2
CC(=O)N1CCc2cc(NS(=O)(=O)c3cccs3)ccc21	-0.1	-4	0	-3	18	3	-4	-6	2	-3
CCC(C)[C@H](NC(=O)NCc1ccccn1)C(=O)OC (stereo not given in full)	-0.5	-3	12	24	12	1	0	-3	-10	-3
CC(C)CN(C(=O)COC(=O)CNC(=O)c1ccccc1F)C1CCS(=O)(=O)C1 (stereo not given)	-0.1	-11	-3	8	-2	-32	-6	8	1	-3
CCOc1cc(-n2cnnn2)c(OCC)cc1NC(=O)c1cnccn1	-0.5	.	13	17	44	.	.	6	-3	2
COc1cccc(-c2nc3ccccc3c(=O)o2)c1	0.2	6	18	-21	28	-40	-1	10	1	7
CCOC(=O)c1ccc(NC2c3ccccc3C(=O)N2c2ccc(C)cn2)cc1 (stereo not given)	0.4	-1	-11	-36	13	-43	2	-4	0	2
COC(=O)c1nnn(-c2ccc(Cl)c(Cl)c2)c1C(=O)OC	-0.6	4	15	10	38	0	-3	20	6	15

# Whole records, looked up by structure. Screens in order: HIF activator, IEC-6 cytotox, HSF-1 act, aSyn UTR inh, AI-2 QS mod, KLF5 inh, HSP90 inh, SKKanGAS inh, Platelet DG rel, HSF1 inhib
# O=C(Nc1ccccc1Cc1ccccc1)c1ccc2c(c1)SC1=NS(=O)(=O)CCN12 as listed: -0.3, -2, 25, 1, 17, -30, 4, -1, -2, 11
# CCC(=O)Nc1ccc(NC(=O)c2ccc3ccccc3c2)cc1 as listed: -0.5, -4, 28, -48, 9, -16, 0, -3, 5, 10

# (continued)
Molecule	HIF activator	IEC-6 cytotox	HSF-1 act	aSyn UTR inh	AI-2 QS mod	KLF5 inh	HSP90 inh	SKKanGAS inh	Platelet DG rel	HSF1 inhib
O=C(CCS(=O)(=O)Cc1ccccc1)NCC1CCCO1 (stereo not given)	0.1	2	-12	6	3	4	1	-1	8	-1
Cc1ccc(S(=O)(=O)/N=C(\c2ccccc2)N(C)S(=O)(=O)c2ccccc2)cc1	-0.4	-4	15	14	23	-2	-2	-2	8	2
Cc1cc(C)n(C(=O)CCNC(=O)c2ccccc2Cl)n1	-0.1	1	31	3	5	3	0	-3	21	5
Cc1ccc(/C=C2\SC(=S)N(CCC(=O)Nc3ccc(O)cc3)C2=O)cc1	0.7	-2	8	0	4	-12	-2	-2	-6	3
Nc1cc(N)nc(SCCOc2ccccc2)n1	2.0	0	28	-69	-18	-70	-3	0	9	16
COc1ccc(C(C)=O)cc1CSc1nncn1C	-0.5	7	1	-3	10	-18	3	15	6	-7
CCc1nn(CC(=O)NCc2ccccc2Cl)c(=O)c2cccn12	0.0	1	-5	2	3	-23	1	14	9	5
COc1cccc(C(C(=O)NC2CCCC2)N(Cc2ccco2)C(=O)c2ccco2)c1OC (stereo not given)	0.6	5	-7	-2	22	-5	-1	1	3	-3
N#CCSCC(=O)Nc1ccc(F)cc1	-0.1	3	7	2	7	-6	0	-8	8	-5
CCOC(=O)C(NC(=O)c1ccccc1)(Nc1cc(C)on1)C(F)(F)F (stereo not given)	0.0	-1	2	3	19	-10	-2	-1	-3	-17
COc1ccc(CC(=O)NCc2nnc(SCC(=O)Nc3ncc(C)s3)n2C)cc1	-1.5	-1	-4	23	11	-39	0	-1	16	0
COc1ccc(CCNC(=O)c2nnc(CS(=O)(=O)c3ccccc3)o2)cc1OC	0.1	-2	-5	10	4	-23	-2	1	44	-2
CN(C(=O)COc1nnc(-c2cccs2)c(-c2cccs2)n1)c1ccccc1	-0.9	-1	24	-6	0	12	5	8	-2	2
Cc1ccc(N2CCN(S(=O)(=O)N3CCCCC3)CC2)c(C)c1	-0.3	6	-4	-7	14	-10	-3	-7	0	-5
Nc1nc(SCc2cccc(Br)c2)n[nH]1	-0.7	-2	-3	45	-2	-27	-2	5	1	-1
COc1ccc(CNC(=O)CNC(=O)c2ccc(C(C)(C)C)cc2)cc1OC	-5.9	-6	13	-11	27	-45	0	-9	-9	10
COc1ccc(C)cc1NC(=O)CCC(=O)Nc1nnc(C(F)(F)F)s1	0.0	4	-21	-20	11	-40	2	-14	-10	-3
COc1ccc(NS(=O)(=O)c2c(C)cc(C)cc2C)cn1	0.5	1	10	-8	-5	-18	1	3	-5	2
Nc1cc(=O)[nH]c(SCC(=O)Nc2ccccc2-c2ccccc2)n1	0.3	-4	6	20	24	-31	-2	1	11	-2
CN1c2ccccc2Sc2cc(N)ccc21	1.5	-6	2	9	12	-69	0	-1	-1	1
NC(=O)c1oc2ccc(Cl)cc2c1N	-0.1	5	8	-1	4	-22	2	-2	2	-1
O=C(Cc1ccccc1)NC1CCN(S(=O)(=O)c2ccc(C(=O)O)cc2)CC1	0.0	10	-27	20	13	17	5	5	5	-5
CCOC(=O)C1(CC2CCCCO2)CCN(S(=O)(=O)c2c(C)nn(C)c2C)CC1 (stereo not given)	-0.1	-5	-11	-1	-2	-1	1	1	-4	-3
N=C1c2ccccc2CN1NC(=O)c1cccc(S(=O)(=O)N2CCOCC2)c1	-0.2	9	-40	-5	-1	-11	7	-1	-21	-22
COc1cc(/C=C/c2ccc3cccc([N+](=O)[O-])c3n2)ccc1OCC(=O)O	0.2	-2	-1	32	8	-5	-4	10	6	7
CCCN1C(=O)c2ccccc2NC1c1ccc(OC)c(CSc2ccccn2)c1 (stereo not given)	-0.4	0	-10	21	17	4	-2	3	7	6
O=C(c1ccoc1)N1CCC2(CC1)Oc1ccc(Cl)cc1C(=O)C21CC(c2cccnc2)=NO1 (stereo not given)	-0.4	.	0	0	8	.	.	7	9	2
COc1ccc(N=Nc2ccc(O)c(P(=O)(c3ccccc3)c3ccccc3)c2)cc1	-0.4	-2	-16	15	3	-10	0	41	14	-2
CCc1ccc(NC(=O)Cn2ccn(-c3cccc(Cl)c3)c(=O)c2=O)cc1	-0.1	-4	-8	5	30	-21	-6	-4	1	-5
COc1cc(/C=C/C(=O)O)ccc1OS(=O)(=O)c1ccc(C)cc1	0.0	-1	-6	4	22	0	-1	5	6	7
Clc1ccc(OCCOCCN2CCc3ccccc3C2)c(Cl)c1	0.1	7	-12	-31	1	-34	0	1	8	0
CC(C)Cc1nnc(NC(=O)CCC(=O)NC2CCCCCCC2)s1	-0.5	15	-1	0	10	5	1	15	-7	-6
O=C(Nc1ccccc1)C1CC=CCC1C(=O)OCC1CCCO1 (stereo not given)	-0.2	-3	8	9	18	0	-2	-1	1	-4
CCOC(=O)C1CCN(C(=O)c2ccc(OCC(=O)Nc3ccc(OCC)cc3)c(OC)c2)CC1	-0.1	.	1	8	37	.	.	22	-15	0
COc1ccc(NC(=O)Cn2nnc(C(=O)NCc3ccco3)c2N)c(OC)c1	-0.6	8	5	2	4	2	6	-4	0	-1
CCC1(c2ccccc2)NC(=O)N(CC(=O)Nc2ccc(S(=O)(=O)Nc3ncccn3)cc2)C1=O (stereo not given)	0.1	.	-20	7	6	.	.	11	-8	-6
Nc1ccccc1SC1CC(=O)N(c2ccc(Cl)c(Cl)c2)C1=O (stereo not given)	-0.1	7	3	8	-22	-20	2	16	-1	-2
CCOC(=O)C1CCN(C(=O)c2cc3c(-c4ccc(OC)c(OC)c4)nn(C)c3s2)CC1	0.2	4	-11	24	13	-4	1	1	8	4
COC(=O)c1sc(NC(=O)c2c(F)cccc2F)c(C#N)c1C	-0.3	-2	-16	1	0	-9	0	11	9	1
Cc1cccc(-c2cnn(-c3cccc([N+](=O)[O-])c3)c2N)c1	0.7	-4	2	-75	28	-34	1	8	-2	-8
O=C(Cn1cnc2c(nc3n2CCCCC3)c1=O)Nc1cccc(C(F)(F)F)c1	0.5	-1	-1	6	-86*	-20	-2	2	4	-7
CCCn1c(SCC(=O)NCCc2ccccc2)nnc1-c1cccnc1	0.2	-2	-8	1	5	-33	-1	4	1	-6
Clc1ccc(-c2c[n+](Cc3ccc(Br)cc3)c3n2CCCCC3)cc1	-0.7	0	3	6	23	-18	-5	7	-2	-10
COc1ccccc1N(CC(=O)N(CC(C)C)CC(C)C)S(=O)(=O)c1cccs1	-0.3	2	-12	-28	23	10	5	-6	1	3
COc1ccc(/C=C(\NC(=O)c2ccc(OC)cc2)C(=O)N2CCCCC2)cc1	0.4	-1	1	-10	11	-87	-3	5	2	2
CN(CCOc1ccccc1)C(=O)c1cc(S(=O)(=O)N2CCOCC2)ccc1Cl	0.6	.	0	8	23	.	.	-4	10	0
O=C(O)/C(=C\c1cccc(F)c1)c1ccc(S(=O)(=O)N2CCCCC2)s1	-0.4	-1	12	9	22	-3	2	-1	5	-2

# Compounds were not picked by outcome; overall some 6% were active at least once.
